High-throughput results: PubChem BioAssay, MTDP
RNase H inhibition = RNase H inhibition, HIV 1 Gag Pol polyprotein, FRET biochemical assay, screening (AID 372). HIV-1 RT RNase H, FRET RNA/DNA substrate fluorescence; higher % means a stronger effect. inhibition, % at 10 µM; hits with a dose series show IC50 in µM. hit rate 0.77% among 100,000; in the data active means inhibition above about 50%
* marks the source's active call; other numbers are inactive results. A portion of the library; count on the stated rates, not on these rows.

SMILES	RNase H inhibition
O=C(O)CCN1C(=O)/C(=C/c2ccc(C(=O)O)cc2)SC1=S	12%
Cc1cccc(C(=O)Nc2ccc(C#N)cc2)c1	0%
Cc1onc(-c2ccccc2Cl)c1C(=O)NCCNc1ccc([N+](=O)[O-])cc1Cl	5%
COc1cccc(C2CN(c3ccc(Br)cc3)N=C2c2cccs2)c1OC (stereo not drawn)	13%
COc1ccc(C)cc1NC(=O)/C=C/c1ccccc1	2%
COc1cccc(-c2csc(/C(C#N)=C\Nc3cc(C)cc(C)c3)n2)c1	0%
Cc1cccc(-c2nc3cc(NC(=O)c4ccc(Br)o4)ccc3o2)c1	19%
C=CCN1C(=O)/C(=C/c2ccc(OC(=O)c3ccccc3I)c(OC)c2)SC1=S	7%
CCCOc1ccccc1C1C(C(=O)OCC)=C(C)NC2=C1C(=O)CC(c1ccc(Cl)cc1)C2 (stereo not drawn)	11%
CCOC(=O)c1c(-c2cc(C)ccc2C)csc1N	9%
COc1ccc(Cl)cc1NC(=O)C1=C(C)NC(=O)NC1c1ccccc1Cl (stereo not drawn)	10%
CC(Oc1ccc(Cl)cc1Cl)C(=O)NC12CC3CC(CC(C3)C1)C2 (stereo not drawn)	6%
O=C(/C=C/c1cccc2ccccc12)c1ccc(NC(=O)c2cccs2)cc1	15%
CCCCOc1ccc(C(=O)NC(=S)Nc2ccccc2)cc1	15%
O=C1C(=O)N(c2cccnc2)C(c2cccc([N+](=O)[O-])c2)/C1=C(\O)c1ccc(Cl)cc1 (stereo not drawn)	13%
Cc1ccc2nc(/C(C#N)=C/c3ccccc3F)[nH]c2c1	0%
CCCCOc1ccc(/C=C(/C#N)c2nc(-c3cc4c(ccc5ccccc54)oc3=O)cs2)cc1	5%
CC(=O)NC(c1ccccc1Cl)c1c(O)ccc2ccccc12 (stereo not drawn)	1%
COc1ccc(-c2nc[nH]c2[N+](=O)[O-])cc1	5%
CCCCCCCOc1ccc(/C=N/NC(=O)c2ccncc2)cc1	6%
COc1ccc(COC(=O)NNC(=O)c2ccc(Cl)cc2)cc1	5%
O=C(/C=C(\O)c1ccc2c(c1)OCO2)C(F)(F)F	15%
Cc1ccc(N2C(=O)CC(N3CCN(c4ccccn4)CC3)C2=O)cc1 (stereo not drawn)	6%
O=C(COC(=O)c1cc2ccccc2s1)Nc1cccc2ccccc12	13%
CCOC(=O)CC(=O)Nc1ccc(C(=O)OC)cc1	2%
O=S(=O)([O-])C/C(=C\c1ccc(Cl)cc1)c1cc[n+](CCO)cc1	9%
CC/C(C)=N\NC(=O)CCC(=O)Nc1ccccc1	5%
COc1ccc2c(c1)C(C)=CC(C)(C)N2C(=O)NC1CCCCC1	12%
CCCOC(=O)Nc1ccc(S(=O)(=O)Nc2ncccn2)cc1	0%
COc1cc(/C=C(\C#N)C(=O)NC(C)c2ccccc2)cc(Br)c1O (stereo not drawn)	15%
O=C(NC(Nc1ccc(I)cc1)C(Cl)(Cl)Cl)c1cccs1 (stereo not drawn)	9%
COc1ccc(Cl)cc1NC(=O)C1=C(C)NC(=S)NC1c1cccs1 (stereo not drawn)	9%
O=C(NNS(=O)(=O)c1ccc2ccccc2c1)c1ccc(Cl)cc1	6%
COC(=O)C1CN(S(=O)(=O)c2ccccc2)CCN1S(=O)(=O)c1ccccc1 (stereo not drawn)	2%
COCCOC(=O)c1c(C)oc2ccc(OC(=O)c3ccc([N+](=O)[O-])o3)cc12	0%
Cc1cc(S(=O)(=O)Oc2ccc3ccccc3c2)c(Cl)cc1Cl	42%
O=C1C2CCCCC2C(=O)N1c1ccc2[nH]c(=S)sc2c1 (stereo not drawn)	5%
CN1CCC(N(C)Cc2cccc(Cl)c2)CC1	6%
Cc1ccc(SCCOc2ccccc2/C=C2/SC(=S)N(C)C2=O)cc1	13%
COC(=O)c1cc(C(=O)Nc2ccc(C)cn2)cc([N+](=O)[O-])c1	10%
COc1ccc(Nc2c([N+](=O)[O-])ccc3c2=NC2(CCCCC2)N=3)cc1	0%
CCOC(=O)c1ccc(N/C=C/C(=O)c2ccc(Cl)cc2)cc1	8%
O=C(N/N=C/c1ccncc1)c1ccc(Cl)cc1O	11%
COc1ccc(Br)cc1/C=C\C(=O)Nc1cc(C(F)(F)F)ccc1Cl	13%
Cc1cc2c(o1)-c1c(oc3ccc(Cl)cc13)CCC2(C)c1ccccc1 (stereo not drawn)	12%
O=C(CCCC(=O)OCC(Cl)=C(Cl)Cl)Nc1ccc(Cl)cc1Cl	9%
O=C(C1=C(O)C(=O)N(c2ccc(Cl)cc2)C1c1cccc([N+](=O)[O-])c1)c1nccs1 (stereo not drawn)	0%
COc1cc(/C=N\N2CCN(c3ccc(Cl)cc3)CC2)ccc1O	8%
COc1cccc(CN2CCN(S(=O)(=O)c3ccccc3)CC2)c1	0%
O=C(Nc1ccc(OCc2ccccc2)cc1)c1ccccc1	0%
O=C(CCCOc1ccccc1)Nc1ccccc1[N+](=O)[O-]	4%
O=C1NCC(Cn2c3ccccc3c3ccccc32)O1 (stereo not drawn)	15%
CCCCOc1ccc(/C=N/Nc2nc(C)cs2)cc1	13%
NC(=O)c1c(NC(=O)C2CCCO2)sc2c1CCCCCC2 (stereo not drawn)	12%
O=C1NC(=O)/C(=C/c2ccccc2OCc2ccccc2Cl)S1	0%
O=C(CN(c1cccc(Br)c1)S(=O)(=O)c1ccccc1)N1CCOCC1	7%
O=C(Nc1ccc2c(c1)C(=O)c1ccccc1C2=O)c1cccc(F)c1	49%
Cc1ccc(-n2c(C)cc(/C=C(\C#N)C(N)=O)c2C)cc1I	9%
O=C(N/N=C/c1ccc(Cl)cc1Cl)C(=O)N1CCCCC1	15%
COc1ccc(C(O)Cc2nc3ccccc3n2C)cc1 (stereo not drawn)	18%

Reformatted as labelled records: entries from further up.
O=C1NC(=O)/C(=C/c2ccccc2OCc2ccccc2Cl)S1
  RNase H inhibition: 0%
O=C(CN(c1cccc(Br)c1)S(=O)(=O)c1ccccc1)N1CCOCC1
  RNase H inhibition: 7%
O=C(Nc1ccc2c(c1)C(=O)c1ccccc1C2=O)c1cccc(F)c1
  RNase H inhibition: 49%
Cc1ccc(-n2c(C)cc(/C=C(\C#N)C(N)=O)c2C)cc1I
  RNase H inhibition: 9%

(listing goes on)
SMILES	RNase H inhibition
CO/N=C(/c1nonc1N)N1CCN(c2ccc([N+](=O)[O-])cc2)CC1	0%
COc1ccc(/C(O)=C2/C(=O)C(=O)N(CCCCCC(=O)O)C2c2ccccc2)cc1 (stereo not drawn)	1%
CCc1ccccc1NC(=O)C(CC)CC	12%
COc1ccc(NC(=O)/C=C/c2ccc3c(c2)OCO3)c([N+](=O)[O-])c1	10%
CCOc1ccccc1CN1CCc2c([nH]c3ccccc23)C1	0%
COC(=O)c1ccc(N2C(=O)C3C4c5ccccc5C(c5ccccc54)C3(C)C2=O)cc1 (stereo not drawn)	11%
O=C(NC(=S)Nc1ccc(N2CCOCC2)cc1)c1ccc(Cl)cc1	5%
COc1cc(C=C2C(=O)NC(=O)NC2=O)cc(Cl)c1OCCOc1cc(C)ccc1C	21%
COc1ccc(NC(=O)C(N)=O)c(OC)c1	15%
N/C(Cc1ccc(Cl)cc1Cl)=N\OC(=O)c1ccccc1	8%
CCCCCC1C(CC(=O)OC)CCC1NCCN(C)C (stereo not drawn)	0%
CCC(C)N=CC1=C(O)C(C(=O)OC)C(C)(C)CC1=O (stereo not drawn)	2%
O=C(CCc1ccccc1)OCCCC(F)(F)C(F)(F)F	0%
Cc1ccc(NC(=S)NC(=O)c2cccc(I)c2)cc1	0%
COC(=O)c1cc(NC(=O)COc2ccc(Cl)cc2C)cc(C(=O)OC)c1	0%
Fc1cc(F)c(F)c(SCCc2ccncc2)c1F	0%
CCOC(=O)C(C)N(c1ccc(OC)cc1)S(C)(=O)=O (stereo not drawn)	8%
Cc1cc(Cl)ccc1OCC(=O)NCC1CCCO1 (stereo not drawn)	6%
COc1cccc(CN2CCN(Cc3c[nH]c4ccccc34)CC2)c1OC	13%
CC(C)(C)NC(=O)c1ccc(NC(=O)C(C)(C)C)cc1	4%
CCC(=O)Nc1ccc(-c2nc3cc(Cl)ccc3o2)cc1	17%
CCCc1cc(=O)oc2c(C)c(OCC(=O)OCc3ccccc3)ccc12	17%
COC(=O)c1ccccc1-c1ccc(C=C2C(=O)NC(=S)NC2=O)o1	16%
CCOC(=O)c1ccc(-n2c(C)cc(/C=C3/SC(=O)N(C)C3=O)c2C)cc1	28%

The final 5 compounds of the part above come first, to join the parts:
SMILES	RNase H inhibition
CC(C)(C)NC(=O)c1ccc(NC(=O)C(C)(C)C)cc1	4%
CCC(=O)Nc1ccc(-c2nc3cc(Cl)ccc3o2)cc1	17%
CCCc1cc(=O)oc2c(C)c(OCC(=O)OCc3ccccc3)ccc12	17%
COC(=O)c1ccccc1-c1ccc(C=C2C(=O)NC(=S)NC2=O)o1	16%
CCOC(=O)c1ccc(-n2c(C)cc(/C=C3/SC(=O)N(C)C3=O)c2C)cc1	28%
Cc1cc(Nc2ccc([N+](=O)[O-])cc2)nc(-c2ccccc2O)n1	0%
Cc1nc2sc(C(=O)c3ccccc3)c(N)c2c(C)c1C	6%
Cc1ccc(C2=C/C(=C\c3ccc(C)c([N+](=O)[O-])c3)C(=O)O2)cc1	2%
O=C(Nc1nc(-c2ccccc2)cs1)C1CC2CCC1C2 (stereo not drawn)	21%
CCOc1cccc2c1NC(C)(C)c1sn(-c3ccc(C)cc3)c(=S)c1-2	21%
CCCCNCCCCCOc1c(Cl)cccc1Cl	13%
CCOC(=O)C1=C(C)N=c2s/c(=C\c3cccc(O)c3)c(=O)n2C1c1ccc(OC)cc1 (stereo not drawn)	27%
Cc1cccc(C(=O)Nc2ccc3ncccc3c2)c1	6%
Cc1cc(OCCCCN2CCC(C)CC2)ccc1Cl	8%
NNC(=O)/C(=C\c1ccc(Br)cc1)NC(=O)c1cccs1	5%
Cc1ccc(-c2cc(C(F)(F)F)n3ncc(C(=O)O)c3n2)cc1	6%
Cc1ccc(S(=O)(=O)N(CC(=O)NCc2ccc(Cl)cc2)Cc2ccccc2)cc1	0%
O=C1Nc2ccccc2/C1=N\N=C\c1c(F)cccc1Cl	17%
O=C(C1CCN(Cc2ccccn2)CC1)N1CCN(c2ccccc2)CC1	5%
Cc1ccc2c(c1)NC(C)(C)c1ssc(=Nc3ccc(C)c(Cl)c3)c1-2	6%
O=C(N/N=C/c1ccc(Cl)cc1Cl)c1cc(O)cc(O)c1	6%
COc1cc(Br)cc(/C=N/NC(=O)COc2cccc(Cl)c2)c1O	20%
COC(=O)c1cc(C(=O)Nc2ccc(NC(C)=O)cc2)cc([N+](=O)[O-])c1	18%
O=C(COc1ccc(Br)cc1)Nc1ccc2oc(-c3cccnc3)nc2c1	13%
CCN(C(=O)c1ccc(Cl)cc1Cl)C1CCCCC1	9%
Cc1ccc(NC(=O)C(=O)NN=C2CCCC2)cc1C	5%
CCN(CC)CCC(=O)c1ccc(O)cc1	15%
CCOc1ccccc1NC(=O)c1c(NC(=O)C(C)Oc2cccc(Cl)c2)sc2c1CCC2 (stereo not drawn)	9%
O=C(Nc1cccc(Cl)c1)Nc1cc(Cl)cc(Cl)c1	1%

Four of the compounds above, in CSV form.
Molecule,RNase H inhibition
CCOc1ccccc1CN1CCc2c([nH]c3ccccc23)C1,0%
COC(=O)c1ccc(N2C(=O)C3C4c5ccccc5C(c5ccccc54)C3(C)C2=O)cc1 (stereo not drawn),11%
O=C(NC(=S)Nc1ccc(N2CCOCC2)cc1)c1ccc(Cl)cc1,5%
COc1cc(C=C2C(=O)NC(=O)NC2=O)cc(Cl)c1OCCOc1cc(C)ccc1C,21%

The list continues.
SMILES	RNase H inhibition
Cc1cc2nn(-c3ccccc3)nc2cc1NC(=O)c1ccccc1I	15%
COc1ccc(CC(C)N2CCN(c3cccc(C(F)(F)F)c3)CC2)cc1 (stereo not drawn)	17%
CC1(C(=O)O)CCC(C(=O)Nc2ccc(S(N)(=O)=O)cc2)C1(C)C (stereo not drawn)	10%
COc1ccc(-c2csc(/C(C#N)=C/c3ccc(OC)c(OC)c3)n2)cc1	2%
Cc1ccc(/C=C/C(=O)NCCCN2CCOCC2)o1	7%
O=C1C2C(c3ccc(Cl)cc3)OC3(C(=O)c4ccccc4C3=O)C2C(=O)N1c1ccc(F)c([N+](=O)[O-])c1 (stereo not drawn)	11%
CC(C)CNC(=O)c1cc(-c2ccco2)nc2ccccc12	0%
C=CCN1C(=O)/C(=C\c2ccc(OC(=O)c3ccccc3Cl)cc2)SC1=S	7%
CCSCCOC(=O)C1=C(C)NC(=O)NC1c1cc(Br)c(O)c(OC)c1 (stereo not drawn)	18%
O=Cc1ccccc1OCc1cccc2ccccc12	34%
CCOC(=O)c1sc(NC(=O)c2cnccn2)c(C(=O)OCC)c1C	16%
C=CCOC(=O)C1=C(C)NC(=O)NC1c1ccc(F)cc1 (stereo not drawn)	2%
CCOC(=O)C1=C(Nc2ccc(Br)cc2)CC(C)(O)C(C(=O)OCC)C1c1ccccc1 (stereo not drawn)	4%
O=[N+]([O-])c1cccc(N=Cc2cccc(Cl)c2Cl)c1	2%
Cc1ccsc1/C=C1\SC(=S)N(CCC(=O)O)C1=O	19%
COC(=O)c1c(NC(=O)c2c(-c3ccccc3)noc2C)sc2c1CCC2	45%
Cc1ccc(C(=O)NC(=S)Nc2ccc(-c3nc4cc(Cl)ccc4o3)cc2)cc1	3%
O=C1N=c2ccc(Br)cc2=C1c1sc(=S)n(-c2ccc(Br)cc2)c1O	15%
Cc1cccc(N2C(=O)/C(=C/c3cccc([N+](=O)[O-])c3)SC2=S)c1C	16%
COc1ccc(C(=O)NC(=S)Nc2cccc(Cl)c2Cl)cc1[N+](=O)[O-]	16%
Cc1ccccc1C(=O)NCCc1ccccc1	15%
COc1ccccc1C1CC(c2ccc(Cl)cc2)=NN1c1ccccc1 (stereo not drawn)	14%
CCOC(=O)C1=C(C)N=c2s/c(=C/c3ccc(C(=O)OC)cc3)c(=O)n2C1c1ccc(OC(C)=O)cc1 (stereo not drawn)	0%
COc1cc(-c2nnc3ccc(C(F)(F)F)cn23)ccc1Oc1ccc([N+](=O)[O-])cc1	7%
